# Bioassay records (PubChem BioAssay)
# NCI-60 one-dose screen, 48 h, at 10 µM unless noted. Numbers give growth in % (100 = growth as untreated, 0 = no growth, -100 = all killed).
# UACC-257: UACC-257 melanoma | 78,000 compounds, 4.4% hits
# UACC-62: UACC-62 melanoma; 81,000 compounds, 5.4% hits
# M14: M14 melanoma. 80,000 compounds, 6.2% hits. AID 1794745
# SK-MEL-5: SK-MEL-5 melanoma | 80,000 compounds, 6.4% hits
# SK-MEL-2: SK-MEL-2 melanoma | 77,000 compounds, 4.7% hits | AID 1794763
# MDA-MB-435: MDA-MB-435 melanoma; 82,000 compounds, 7.8% hits; AID 1794794
# A549/ATCC: A549/ATCC NSCLC; 81,000 compounds, 3.7% hits
# SK-MEL-28: SK-MEL-28 melanoma; AID 1794761; 81,000 compounds, 4.1% hits
# The depositor's hits bear a star; / = not tested or not shown; & = joins results of further samples; [ ] = dose if it differs, or a comment. The calls were made as follows: active = growth percent below 10; inactive = the rest. Compounds were not picked by outcome; any-hit rate near 11%.
SMILES,UACC-257,UACC-62,M14,SK-MEL-5,SK-MEL-2,MDA-MB-435,A549/ATCC,SK-MEL-28
OCc1cnccc1NC1CCCCC1,74,110,100,100,105,107,86,105
COC(=O)c1ccc2c(c1)C(=O)N(CCc1ccccc1)C2=O,87,98,98,95,105,100,87,106
Clc1ccc(C2=NN3C(C2)c2ccccc2OC3c2cccnc2)cc1 (stereo not given),91,66,89,92,96,91,84,100
O=C(O)c1ccc(NC2(C(=O)O)CCCC2)cc1,103,100,104,102,104,107,99,110
CC1(C)CC[C@]2(C(=O)O)CC[C@]3(C)C(=CCC4[C@@]5(C)C[C@@H](O)[C@H](O)[C@@](C)(CO)C5CC[C@]43C)C2C1 (stereo not given in full),101,92,92,97,98,105,101,104
COc1ccc(CCNC(=O)C(=O)[C@H](Cc2ccccc2)NC(=O)c2oc3cc(OC)c(OC)cc3c(=O)c2C)cc1,109,79,107,100,111,109,101,110
CCn1c(-c2ccc3nc(-c4ccc(Cl)cc4)[nH]c3c2)n[nH]c1=S,104,99,101,98,113,101,107,106
COc1ccc(/C=c2\c(=O)n(-c3ccccc3)c3nnc(CC#N)n23)cc1,105,96,101,101,111,108,101,116
COc1cc(/C=C/C(=O)/C=C/c2ccc(-n3ccnc3C)cc2)ccc1O,89,95,111,85,100,-3.3*,62,84
NS(=O)(=O)c1ccc(-n2cc(CN3CCOCC3)nn2)cc1,106,95,/,104,109,109,105,111
CCOc1ccc2nc(C)cc(Nc3ccc(S(=O)(=O)Nc4ncccn4)cc3)c2c1,105,87,108,119,94,106,112,117
COCc1nc2nccc(-c3ccccn3)n2n1,105,96,103,102,103,98,107,105

# 5 entries from above, as tab-separated lines:
canonical_smiles	UACC-257	UACC-62	M14	SK-MEL-5	SK-MEL-2	MDA-MB-435	A549/ATCC	SK-MEL-28
Clc1ccc(C2=NN3C(C2)c2ccccc2OC3c2cccnc2)cc1 (stereo not given)	91	66	89	92	96	91	84	100
COCc1nc2nccc(-c3ccccn3)n2n1	105	96	103	102	103	98	107	105
COC(=O)c1ccc2c(c1)C(=O)N(CCc1ccccc1)C2=O	87	98	98	95	105	100	87	106
O=C(O)c1ccc(NC2(C(=O)O)CCCC2)cc1	103	100	104	102	104	107	99	110
CCn1c(-c2ccc3nc(-c4ccc(Cl)cc4)[nH]c3c2)n[nH]c1=S	104	99	101	98	113	101	107	106

# Later entries
SMILES,UACC-257,UACC-62,M14,SK-MEL-5,SK-MEL-2,MDA-MB-435,A549/ATCC,SK-MEL-28
COc1cc(C2CC(c3ccc(Nc4ccnc5cc(Cl)ccc45)cc3)=NN2C=O)cc(OC)c1OC (stereo not given),60,46,75,37,97,31,72,22
Brc1ccc(-c2cc(-c3ccc(Br)cc3)cc(-c3ccc(Br)cc3)c2)cc1,104,98,96,106,95,118,93,109
COc1ccc(/C=N/c2n[nH]c(-c3ccc(OC)cc3)n2)cc1,97,82,99,101,97,98,91,104
CCc1nnc(CC)n1N,106,103,106,100,118,112,108,113
CCC(=O)Oc1ccc(/C(=C(/C)Cc2cccc(OC)c2)c2ccc(OCCN3CCCCC3)cc2)cc1,96,106,101,99,110,93,98,111
O=S(=O)(Nc1nc2cc(F)ccc2n2cccc12)c1ccccc1,102,89,103,97,107,103,103,/
COc1cc(CNC(=O)/C=C/c2ccccc2)ccc1OCc1cn(-c2cccc([N+](=O)[O-])c2)nn1,96,82,110,91,109,97,96,98
C#CCN(CCCOc1ccc(Cl)cc1Cl)CCCSC(=O)CCCCCN1/C(=C\C=C2/CCCC(/C=C/C3=[N+](CCCCCC(=O)[O-])c4ccccc4C3(C)C)=C2Cl)C(C)(C)c2ccccc21,31,-26*,50,-26*,-29*,-60*,66,-9.8*
C=C1CCC2C3(C)COC(c4ccccc4F)OC3CCC2(C)C1CC(O)C1=CCOC1=O (stereo not given),75,74,26,66,17,28,68,48
CCCCNCCOC(=O)c1ccc([N+](=O)[O-])cc1,114,105,110,107,112,116,104,103
CC(C(=O)O)/C(=C\c1ccccc1)C(=O)O (stereo not given),102,101,103,/,109,109,109,111
C#CCOc1ccc(/C=N/Nc2nc(-c3ccc(Br)cc3)cs2)cc1,108,96,106,99,116,99,96,107
C[C@H](NC(=O)C(C)(F)F)[C@H](Oc1ccc2c(cnn2-c2cccc(C(=O)NCCCCN)c2)c1)c1ccc2c(c1)OCCO2,87,97,91,95,99,104,55,99
O=C(CNc1cccc(Cl)c1)Cn1cc(COc2ccc(C=Nc3cnc4ccccc4c3)cc2)nn1,98,100,101,100,135,116,97,109
Cc1ccc2c(-n3nc(C#N)c(C#N)c3N)cc(=O)[nH]c2c1,88,80,85,93,101,107,91,94
Cc1nc(NC(=O)COc2ccc(/C=C3\Cc4ccc(Cl)cc4C3=O)cc2)sc1C,110,99,114,111,97,97,105,132
ONc1nc(NO)nc(N2CCOCC2)n1,101,89,105,/,108,111,97,95
C/C(=N\NC(=O)Cn1c(C(C)C)nc2ccccc21)c1ccc(Br)cc1,93,89,102,98,105,96,94,106
C/C(Nc1ccc(Cl)c(Cl)c1)=C1\CCOC1=O,98,71,81,101,97,83,89,111
COc1ccc(/C=C2\c3cc(OC)c(OC)c(OC)c3CC[C@@H]2O)cc1F,39,34,5.4*,24,42,-36*,17,70
O=[N+]([O-])c1ccc(N2CCCC(n3cccc3)C2)c([N+](=O)[O-])c1 (stereo not given),100,106,98,102,/,100,104,112
O=C1NC(=O)c2c1c1c3ccccc3[nH]c1c1oc3ccc(O)cc3c21,99,90,83,92,103,94,108,103
Cn1c(SCC(=O)c2ccc(Cl)cc2)nc2ccccc2c1=O,99,72,104,92,105,98,102,96
C=C1C(=O)O[C@H]2[C@H]1CC/C(COC(=O)/C=C\C(=O)NCc1ccc(Cn3c(=O)sn(-c4ccc(C#N)cc4)c3=O)cc1)=C\CC[C@@]1(C)O[C@@H]21,-68*,-99*,/,/,-65*,-80*,-21*,-96*
CC[S+](CC)CC(=O)c1ccc(-c2ccccc2)cc1,/,72,87,89,81,85,82,94
O=C(c1ccccc1)C(Cc1ccccc1)N1CCCCC1 (stereo not given),109,103&101,94&96,104&101,98&103,98&112,98&103,107&107
Oc1cccc(/C=N/Nc2ccc3nnc(-c4ccccc4)n3n2)c1,85,56,61,42,84,55,62,83
CN(C)c1ccc(/C=C2\Oc3cc(O)ccc3C2=O)cc1,108,91,97,101,102,87,98,97
COc1cccc(C(=O)Nc2cccc(C3CC(=O)c4c(cc(OC)c(OC)c4OC)O3)c2)c1 (stereo not given),90,75,86,80,84,48,92,97
COc1cc(Nc2ncccc2C(=O)NCc2cn(Cc3cccc(Oc4ccccc4)c3)nn2)cc(OC)c1,74,33,31,20,/,-15*,39,67
NS(=O)(=O)c1ccc(CCN2C(=O)c3ccc4c5c(ccc(c35)C2=O)C(=O)N(CCc2ccc(S(N)(=O)=O)cc2)C4=O)cc1,101,101,101,105,102,110,98,107
COC(=O)c1nc(=S)[nH]c(C(=O)OC)c1C(=O)c1cccc(O)c1,106,98,100,102,108,105,110,115
Fc1ccc(/C=N/Nc2ccc3nnc(-c4ccc(Cl)cc4)n3n2)cc1,93,92,104,99,102,110,88,98
O=c1c(-c2ccc3c(c2)OCO3)coc2c(CO)c(O)ccc12,9.0*,-53*,45,5.7*,-66*,50,49,40
COc1cccc(C(=O)N(c2cccc(C)c2C)C(C(=O)NC(C)(C)C)c2cc3c(C)cc(C)cc3nc2Cl)c1 (stereo not given),45,59,72,76,73,75,50,97
CSc1nncc(-c2cnnc(SC)n2)n1,89,112,114,90,97,89,105,110
N#CC1(C#N)C(/C=N/NC(N)=S)C(c2ccccc2)C1(C#N)C#N (stereo not given),92,96,97,101,106,100,92,117
CN(C)CCNc1ccc2ncc(C#Cc3cncc(C(=O)Nc4ccc(CN5CCN(C)CC5)c(C(F)(F)F)c4)c3)n2n1,75,60,54,75,0.7*,41,29,75
CCOC(=O)CSc1nc2ccccc2[nH]1,93,96,99,105,99,109,96,100
CCOC(=O)c1c(Nc2ccccc2)nn2c(N)c(C#N)c(-c3ccc(F)cc3)nc12,101,85,91,89,100,81,96,100
O=Cc1c[nH]c2ccccc12,120,94,96,112,/,107,97,112
Cc1ccccc1COc1ccc(-c2onc(C)c2-c2ccc(Cl)cc2)cc1,71,49,32,73,37,-1.0*,49,70
NNc1ccc([N+](=O)[O-])cn1,92,98,101,109,140,105,108,115
CS(=O)(=O)C1=CN(CCO)C(=O)N2CCCN=C12,105,102,99,98,111,102,99,104
COc1cnc2c(c1)C(=O)c1c-2n(CCCN2CCC(N)CC2)c(=O)c2cc([N+](=O)[O-])ccc12,/,50,53,72,109,86,23,116
COc1ccc2c(Cn3cc(CSc4nc5cc(Cl)ccc5o4)nn3)cc(=O)oc2c1,100,94,112,100,110,108,102,112
Cc1cc(Nc2cccc(Cl)c2)nc(N)n1,108,101,106,96,104,105,107,113
CCOC(=O)CCCn1c2c(c(C)c1-c1ccccc1)C1=NC(=O)CN1C(SC)=N2,113,95,107,78,114,111,108,100

# 3 entries already listed, arranged by formula weight, smallest number first.
SMILES,UACC-257,UACC-62,M14,SK-MEL-5,SK-MEL-2,MDA-MB-435,A549/ATCC,SK-MEL-28
NNc1ccc([N+](=O)[O-])cn1,92,98,101,109,140,105,108,115
Cc1cc(Nc2cccc(Cl)c2)nc(N)n1,108,101,106,96,104,105,107,113
N#CC1(C#N)C(/C=N/NC(N)=S)C(c2ccccc2)C1(C#N)C#N (stereo not given),92,96,97,101,106,100,92,117

# Additional compounds.
SMILES,UACC-257,UACC-62,M14,SK-MEL-5,SK-MEL-2,MDA-MB-435,A549/ATCC,SK-MEL-28
Cc1ccccc1Cn1cc(F)c(=O)[nH]c1=O,86[50 µM],100[50 µM],98[50 µM],100[50 µM],111[50 µM],106[50 µM],94[50 µM],108[50 µM]
C[S+](C)CC(=O)c1ccc2ccccc2c1,66,89,78,98,94,93,83,114
O=C(c1ccccc1)c1c(/C=C/c2ccc(Br)cc2)nc2ccccc2c1/C=C/c1ccc(Br)cc1,96,89,/,99,102,102,94,104
CC1CCC(C(C)C)C(NC(=O)c2ccncc2)C1 (stereo not given),/,102,103,99,105,95,101,108
CCOC(=O)c1c(C)nc2c(c1N)CC(=O)N2Cc1cc(OC)cc(OC)c1,108,81,103,95,105,92,98,109
CCC(C)Nc1ccc(N)cc1 (stereo not given),-43*,30,32,-6.0*,7.8*,13,12,72
CCOC(=O)C1=C(C)N(C)C(=O)N(C)C1c1c(Cl)n(C)c2ccccc12 (stereo not given),96,80,99,104,110,95,79,113
COc1ccc(-c2cs/c(=N\N=C\c3ccc(F)cc3)n2C)cc1,68,72,/,52,87,86,85,96
O=C1/C(=C/N2N=C(c3ccc4ccccc4c3)CC2c2ccccc2O)SC(=S)N1c1cccnc1 (stereo not given),69,66,7.2*,64,100,-49*,19,79
COc1ccc2c(c1)cn1c3ccc(O)cc3[nH]c(=O)c21,51,39,15,13,/,1.0*,27,28
FC(F)c1nc2nc(Cl)c(Cl)nc2[nH]1,111,106,103,100,101,/,98,108
COC(CCCl)c1ccc(Cl)cc1 (stereo not given),78,107,101,101,84,107,95,106

# Some of the entries so far, as labelled records.
smiles: Cc1ccccc1Cn1cc(F)c(=O)[nH]c1=O
  UACC-257: 86[50 µM] | UACC-62: 100[50 µM] | M14: 98[50 µM] | SK-MEL-5: 100[50 µM] | SK-MEL-2: 111[50 µM] | MDA-MB-435: 106[50 µM] | A549/ATCC: 94[50 µM] | SK-MEL-28: 108[50 µM]

smiles: C[S+](C)CC(=O)c1ccc2ccccc2c1
  UACC-257: 66 | UACC-62: 89 | M14: 78 | SK-MEL-5: 98 | SK-MEL-2: 94 | MDA-MB-435: 93 | A549/ATCC: 83 | SK-MEL-28: 114

# (more compounds)
SMILES,UACC-257,UACC-62,M14,SK-MEL-5,SK-MEL-2,MDA-MB-435,A549/ATCC,SK-MEL-28
COc1cc(-c2nc(-c3ccccc3)[nH]c2-c2ccnc(NCCCNS(=O)(=O)c3ccc(F)cc3)n2)ccc1Cl,99,73,64,43,79,65,72,92
N#Cc1nc(-c2ccccc2)oc1N1CCN(S(=O)(=O)c2ccc(Cl)cc2)CC1,110,62,71,93,/,88,89,94
O=C(Nc1ccc(-c2nc(-c3cccc(OCCN4CCOCC4)c3)c(-c3ccnc(Br)c3)[nH]2)cc1)c1ccccc1,-0.2*,-16*,6.5*,-93*,25,/,22,-29*
CCN1C(=O)N(CC)C2Nn3c(s/c(=C4\C(=O)N(CC(C)(C)C)c5ccccc54)c3=O)=NC21 (stereo not given),87,70,74,83,98,24,90,79
Nc1ccc(N)c2c1C(=O)c1ccccc1C2=O,111,91,87,88,87,109,97,111
CC1=CC=C(NC(=O)/C=C/c2ccccc2)CC1Nc1nccc(-c2cccnc2)n1 (stereo not given),8.1*,38,24,-43*,28,-48*,42,35
O=c1c2ccccc2n2cnc3ccc(Cl)c1c32,96,65,84,77,96,91,68,92
COc1ccc(/C=C/c2nc3ccccc3n3c(-c4ccc(Cl)cc4)nnc23)cc1,102,81,102,99,100,96,90,104
CC1(c2ccccc2O)NN=C(N)N1C(Cc1c[nH]c2ccccc12)C(=O)O (stereo not given),97,92,112,101,100,106,95,111
BrCCCc1n(Cc2ccc3ccccc3c2)c2ccccc2[n+]1Cc1ccc2ccccc2c1,-56*,-76*,-60*,-95*,-51*,-96*,-54*,-76*
CNCCCCc1ccc([N+](=O)[O-])cc1,97,97,98,104,105,103,104,101
COC(=O)CNC(=O)[C@H](Cc1ccccc1)NCc1ccco1,77,100,105,101,89,110,80,113
COc1ccc(-c2nc(SC)nc(Cl)c2C#N)cc1,91,90,93,99,103,96,91,112
Cn1ccc2cc(NC(=O)Cn3cc(CN4CCCC4)nn3)ccc21,106,96,110,110,118,108,104,110
Cc1cccc2sc(=S)[nH]c12,/,98,103,96,/,105,100,104
Cc1cc2c(cc1C)/C(=N/c1n[nH]c(=S)s1)C(=O)N2,88,102,100,103,108,101,95,102
